USP30 inh – inhibitors of human USP30 deubiquitinase; inhibition, % at 25 µM; 5.3% of 47,000 active; Q70CQ3; AID 1645860; purified USP30, Ub-rhodamine cleavage fluorescence
Target sequence (Q70CQ3 whole entry, looked up): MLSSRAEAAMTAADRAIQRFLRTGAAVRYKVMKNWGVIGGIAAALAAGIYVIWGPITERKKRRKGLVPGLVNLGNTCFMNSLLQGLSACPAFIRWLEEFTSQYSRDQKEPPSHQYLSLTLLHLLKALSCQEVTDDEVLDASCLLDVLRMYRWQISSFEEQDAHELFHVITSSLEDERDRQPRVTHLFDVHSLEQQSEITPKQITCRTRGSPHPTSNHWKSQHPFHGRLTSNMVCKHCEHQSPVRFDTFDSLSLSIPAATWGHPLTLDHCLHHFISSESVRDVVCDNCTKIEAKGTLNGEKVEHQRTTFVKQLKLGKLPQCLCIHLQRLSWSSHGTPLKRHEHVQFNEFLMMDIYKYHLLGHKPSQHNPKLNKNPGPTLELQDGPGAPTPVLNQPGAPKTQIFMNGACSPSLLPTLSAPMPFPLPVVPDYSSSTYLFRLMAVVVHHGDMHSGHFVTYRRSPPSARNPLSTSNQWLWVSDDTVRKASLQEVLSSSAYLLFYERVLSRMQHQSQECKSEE
USP8 inh – inhibitors of human USP8 deubiquitinase; 4.2% of 47,000 active; P40818; AID 1645853; purified USP8, Ub-rhodamine cleavage fluorescence, 30 min; inhibition, % at 20 µM
USP28 inh – blocks human USP28 ubiquitin-rhodamine cleavage; purified USP28, Ub-rhodamine cleavage fluorescence, 30 min; inhibition, % at 25 µM; 3% of 47,000 active; AID 1645857; Q96RU2
USP10 inh – human USP10 deubiquitinase inhibition. Q14694. purified USP10, Ub-rhodamine fluorescence, 60 min. inhibition, % at 20 µM. 1.1% of 47,000 active. AID 1645856
USP17 inh – blocks human USP17 ubiquitin-rhodamine cleavage; A8MUK1; purified USP17, Ub-rhodamine cleavage fluorescence, 3 h; inhibition, % at 50 µM; 6.5% of 47,000 active; AID 1645855
Target sequence (A8MUK1 whole entry, looked up): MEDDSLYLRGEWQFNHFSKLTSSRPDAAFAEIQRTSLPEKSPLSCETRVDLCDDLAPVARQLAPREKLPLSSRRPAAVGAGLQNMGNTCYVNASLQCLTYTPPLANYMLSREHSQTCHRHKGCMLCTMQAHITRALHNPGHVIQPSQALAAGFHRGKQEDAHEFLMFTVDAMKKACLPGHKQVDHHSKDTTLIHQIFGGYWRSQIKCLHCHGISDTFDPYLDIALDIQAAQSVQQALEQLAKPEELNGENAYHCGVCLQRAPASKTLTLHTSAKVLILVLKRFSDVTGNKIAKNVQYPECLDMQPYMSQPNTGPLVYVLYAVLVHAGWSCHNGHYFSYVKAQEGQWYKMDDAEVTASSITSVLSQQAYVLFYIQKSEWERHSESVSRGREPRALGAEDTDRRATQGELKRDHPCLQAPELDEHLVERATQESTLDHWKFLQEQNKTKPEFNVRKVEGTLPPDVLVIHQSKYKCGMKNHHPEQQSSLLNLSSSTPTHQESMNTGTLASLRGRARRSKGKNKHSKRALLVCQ
OTUD3 inh – human OTUD3 deubiquitinase inhibition | 0.7% of 47,000 active | inhibition, % at 25 µM | AID 1645858 | purified OTUD3, Ub-rhodamine fluorescence, 2 h | Q5T2D3
USP7 inh – blocks human USP7 ubiquitin-rhodamine cleavage; Q93009; purified USP7, Ub-rhodamine cleavage fluorescence; inhibition, % at 20 µM; 0.3% of 47,000 active
UCHL1 block – blocks human UCHL1 ubiquitin-rhodamine cleavage; inhibition, % at 20 µM; purified UCHL1, Ub-rhodamine cleavage fluorescence; 0.2% of 47,000 active
The depositor's hits bear a star; i = inactive; . = not tested or not shown. Cut-off read from the data, not from the text of the source: active = inhibition above about 30%; inactive = the rest.

USP10 inh | USP28 inh | OTUD3 inh | USP30 inh | USP8 inh | UCHL1 block | USP17 inh | USP7 inh | Compound
2 | -14 | -9 | 1 | -2 | 0 | -7 | -148 | CC1NC(=O)[C@H]2C[C@H](C(=O)Nc3ccc(Cl)cc3)[C@@H]1N2Cc1ccccc1 (stereo partly drawn)
1 | 6 | 6 | 2 | 8 | 0 | 0 | 4 | Cc1ccc2nc([C@H]3CCN(Cc4ccc(C(=O)O)cc4)C3)[nH]c2c1
0 | -13 | -17 | -3 | -2 | 0 | -5 | -81 | O=C(Cn1cc(S(=O)(=O)Cc2ccc(F)cc2)c2ccccc21)N1CCCCCC1
4 | -7 | 4 | -1 | 1 | 3 | 0 | -9 | FC(F)Sc1nccc(-c2ccc(-c3ccccc3)cc2)n1
-6 | -28 | -36 | -100 | -55 | -10 | 8 | -13 | Cc1cc2ccccc2n1CCNS(=O)(=O)c1ccc(Cl)cc1
-1 | -10 | -11 | -39 | -15 | 4 | -8 | 3 | COc1ccccc1NC(=O)C(C)OC(=O)c1ccc(C)c(S(=O)(=O)Nc2ccc(C)cc2)c1 (stereo not drawn)
-2 | 3 | 1 | 11 | -5 | 0 | 2 | 2 | COc1ccc(S(=O)(=O)N2CCC(C)CC2)cc1-c1noc(C)n1
-1 | 4 | 5 | 5 | -1 | 1 | 7 | 3 | COc1ccc(CN2CCC3(CC2)Nc2ccccc2C2=NCCN23)c(OC)c1OC
0 | -2 | 0 | -14 | -60 | -1 | -26 | 8 | Cc1cc2nc(C3CCN(C(=O)c4ccn(C)n4)CC3)cc(=O)n2[nH]1
-3 | -4 | -3 | -9 | 0 | 2 | -14 | 2 | CS(=O)(=O)c1ccc(C(=O)N(CCc2ccccc2)C2CCN(Cc3cccc(C#N)c3)CC2)cc1
-7 | -209 | -182 | i | -111 | -99 | -112 | -70 | CN(C)C(=O)CNC(=O)c1ccn(-c2ccc3ccc(-c4ccccc4)cn23)n1
3 | 0 | 2 | 22 | -3 | 2 | -1 | 3 | C/C1=C\CC[C@H](C)[C@@H](O)[C@@H](C)[C@@H](O)CC/C=C/[C@H](C)[C@@H](O)/C=C/[C@H](C)[C@@H](O)/C(C)=C/[C@H](O)[C@H](O)C[C@@H](O)C[C@H](O)C[C@H](O)[C@H](C)[C@@H](O)[C@@H](C)[C@H](O)C[C@@H](O)C[C@H](O)/C=C/CC(O)C(C)C(CCC(=O)O)OC1=O (stereo partly drawn)
-1 | 21 | 11 | 23 | -6 | 5 | 26 | 7 | CC1=CC(=O)C2C(C)(C)CCC[C@]2(C)[C@@]1(O)CCc1ccoc1 (stereo partly drawn)
-3 | -2 | 1 | -21 | 10 | 0 | -3 | 0 | Cc1nc2ccc(C(=O)N3[C@H](Cc4cccc(F)c4)C[C@@H]4NC(=O)CCCC[C@H]43)cc2[nH]1
-2 | -11 | -27 | -123 | 1 | -1 | 6 | 3 | O=C(CSc1nnc2ccccn12)Nc1ccc2[nH]c(=O)[nH]c2c1
-1 | . | -1 | . | -2 | 0 | -9 | -5 | CCOC(=O)C1(Cc2cc(-c3ccccc3F)no2)CCCN(Cc2cncn2C)C1 (stereo not drawn)
-4 | -16 | -1 | -8 | -3 | 0 | -3 | -1 | CCn1c(C2CCN(S(=O)(=O)c3ccc4c(c3)CC(=O)N4C)C2)nc2cccnc21 (stereo not drawn)
16 | 42* | 41* | 70* | 37* | -2 | 67* | 2 | O=C(Cn1c(=O)n(CC(=O)NC2CCCC2)c(=O)c2ccccc21)Nc1ccc(F)cc1
-5 | -129 | -72 | -374 | -82 | -21 | -158 | -26 | O=C(C1=C(O)C(=O)N(CCN2CCOCC2)C1c1cccs1)c1cc2ccccc2o1 (stereo not drawn)
1 | -4 | -6 | -1 | -2 | 0 | 1 | 1 | COc1ccc2nc(C(=O)NCc3cccc(F)c3)cn2n1
2 | 8 | 16 | 14 | 18 | 1 | 19 | 7 | O=C(c1cnn2c(-c3ccc(F)cc3)ccnc12)N1CCCC(O)CC1 (stereo not drawn)
4 | 51* | -7 | 76* | 2 | 1 | 62* | 9 | NC(=O)c1ccccc1OCC(=O)N1CCc2ccccc21
9 | 7 | 20 | 17 | 1 | 0 | -10 | -1 | C[C@H](CCC(=O)O)[C@H]1CCC2C3CCC4C[C@H](O)CC[C@]4(C)C3C[C@H](O)[C@@]21C (stereo partly drawn)
1 | 2 | 2 | 8 | 0 | -2 | 2 | 0 | CCOc1ccc(N2CC(C(=O)Nc3ccccn3)CC2=O)cc1 (stereo not drawn)
0 | 0 | 0 | 4 | 4 | 0 | 4 | -25 | O=S(=O)(C1CC1)N1CCC(Oc2cc(N3CCCC3)ncn2)C1 (stereo not drawn)
2 | 15 | 13 | 15 | 15 | 2 | 20 | 10 | O[C@@H]1CCN2Cc3ccccc3N=C12
1 | -3 | 0 | -3 | -54 | -5 | -6 | 0 | Cn1nc(CN2CCCCC2)c2c1CN(C(=O)c1cc(F)cc(F)c1)C2
-4 | 1 | 1 | 7 | 6 | 0 | 7 | -3 | CCn1cnc2c1c(=O)n(CC(=O)NC1CCCC1)c(=O)n2Cc1ccccc1
26 | 16 | 12 | 10 | 2 | 3 | 30* | 8 | Cc1ccccc1-n1ncc2c(=O)n(CC(=O)Nc3ccc4c(c3)OCCO4)cnc21
11 | 2 | -3 | 6 | -5 | 11 | -3 | 13 | COc1ccc(NS(=O)(=O)c2cc(NC(=O)C3CC3)ccc2N2CCCCC2)cc1
3 | 7 | 9 | 17 | 5 | 2 | 0 | -3 | Cc1cc(-c2ncc(C)s2)nc(CC2CCN(C)CC2)n1
-1 | 3 | 10 | 20 | 13 | 1 | -13 | 3 | Cc1nccnc1CCC1COCCN1C(=O)c1cc2ccccc2[nH]1 (stereo not drawn)
-2 | -10 | -8 | -5 | 1 | -1 | -4 | -10 | CCC1Oc2ccc(C(=O)c3ccco3)cc2N(CC(N)=O)C1=O (stereo not drawn)
0 | -7 | -14 | -25 | -23 | 0 | -3 | 4 | O=c1c2cnc(N3CCc4ccccc4C3)nc2ccn1-c1ccc([N+](=O)[O-])cc1
-2 | -17 | -15 | -31 | -16 | -2 | -18 | 0 | COc1ccc(S(=O)(=O)N2CCc3ccccc32)cc1C(=O)Nc1ccccc1N1CCOCC1
1 | 74* | -10 | -2 | 0 | 0 | -7 | -2 | COc1ccc(NC(=O)c2nnn(-c3ccccc3F)c2C)cc1OC
3 | -4 | 5 | -23 | -13 | 0 | 14 | 11 | Cc1sc2nc(-c3cccnc3)nc(N(C)CC(=O)Nc3cccc(F)c3)c2c1C
-2 | 0 | 4 | 0 | 14 | -2 | 0 | 0 | CNC(=O)c1c2n(c3ncccc13)CCN(C(=O)c1ccccc1OC)C2
-5 | -34 | -8 | -72 | -9 | -2 | -22 | 0 | CCn1c2ccccc2c2cc(NC(=O)COc3ccccc3C#N)ccc21
3 | -7 | -1 | -5 | 3 | 2 | -1 | 0 | CCc1ccc(NC(=O)CN2CCC(C(=O)c3ccc(F)cc3)CC2)cc1
-1 | -9 | -9 | -43 | -15 | 0 | -30 | -8 | Cc1ccccc1OCC(=O)NCC(c1ccco1)N1CCOCC1 (stereo not drawn)
-5 | -20 | -10 | -44 | -13 | 2 | -17 | -4 | COc1cccc(-c2noc(CN3CCCC3c3cc(OC)ccc3OC)n2)c1 (stereo not drawn)
1 | -15 | -9 | -13 | -23 | -1 | -27 | 0 | CN(C)c1cc(N2CCCC(NC(=O)Cc3cccc(F)c3)C2)ncn1 (stereo not drawn)
0 | 2 | 0 | -5 | 10 | 1 | -26 | -1 | O=S(=O)(NC1CCCCCC1)c1ccc(-c2ccno2)s1
0 | 5 | -3 | -16 | -9 | -3 | 37* | -7 | COc1ccccc1-c1nnc(SCC(=O)c2ccc3c(c2)NC(=O)CO3)n1Cc1ccco1
0 | 0 | -9 | -8 | -26 | 0 | -4 | 2 | Cc1cccc(NC(=O)N2CCN(c3cnn4c(C)nnc4c3)CC2)c1
-2 | -29 | -45 | -238 | -103 | -13 | -61 | -13 | Cn1nccc1-c1ccc2c(C3CCCN3Cc3cccnc3)nnn2c1 (stereo not drawn)
1 | -5 | -6 | -10 | 3 | -1 | -24 | -2 | COc1ccc(NC(=O)CSc2nc3ccccc3[nH]2)cc1OC
-3 | 8 | 74* | -22 | 9 | 0 | 0 | -40 | CC(C(=O)NCc1ccc(F)cc1)n1cccc1C(=O)c1ccccc1 (stereo not drawn)
0 | 0 | 2 | -57 | 4 | 0 | -2 | 0 | Cc1ccccc1NC(=O)Cn1nc(C2CC2)cc1C(=O)N1CCCC1
-7 | 25 | 0 | 17 | 11 | 3 | 3 | -9 | CCCn1ncc(CN2CCC(C(=O)Nc3ccccc3-c3cccc(OC)c3)CC2)c1C
-9 | -97 | -96 | -345 | -75 | -15 | -26 | -23 | O=C(c1n[nH]c2c1CCCC2)N1CCC2(CC1)N=C(c1ccccc1)NO2
-1 | 0 | 5 | -23 | 14 | 2 | 5 | 1 | Cc1ccc(-c2nn(-c3ccc(F)cc3)c3c2cnc2cc4c(cc23)OCCO4)cc1
2 | -6 | 0 | -2 | -9 | 0 | -3 | -6 | O=C(Cn1cc2c(n1)CCCCC2)NCc1ccco1
-9 | -24 | -28 | -50 | -49 | -4 | -33 | -6 | CNC1CCc2cc(OC)c(OC)c(OC)c2-c2ccc(NCCc3ccc(OC)c(OC)c3)c(=O)cc21 (stereo not drawn)
0 | 2 | 14 | 17 | 8 | 2 | 4 | 4 | CCn1nccc1-c1cnc(CC2CCN(S(C)(=O)=O)CC2)cn1
4 | 13 | 15 | 4 | 10 | 3 | 9 | -5 | O=C(c1ccnnc1)N1CC[C@@H]2CN(Cc3ccc(Cl)cc3)S(=O)(=O)[C@@H]2CC1
4 | 3 | 0 | 3 | 11 | 2 | 6 | 7 | Cc1cc(C(F)(F)F)c2c(C)nn(-c3ccc(Cl)cc3)c2n1
2 | 14 | 21 | 31* | 4 | 9 | 27 | 2 | COc1ccccc1C1CC(c2ccccc2)N(C(=O)CC(C)C)c2ncnn21 (stereo not drawn)
3 | 26 | 15 | 30* | 26 | 1 | 26 | -5 | O=C(CC(=O)c1c(F)cccc1F)c1ccccc1O

Some of these compounds in order of formula weight, falling:
USP10 inh | USP28 inh | OTUD3 inh | USP30 inh | USP8 inh | UCHL1 block | USP17 inh | USP7 inh | Compound
-2 | -17 | -15 | -31 | -16 | -2 | -18 | 0 | COc1ccc(S(=O)(=O)N2CCc3ccccc32)cc1C(=O)Nc1ccccc1N1CCOCC1
-7 | 25 | 0 | 17 | 11 | 3 | 3 | -9 | CCCn1ncc(CN2CCC(C(=O)Nc3ccccc3-c3cccc(OC)c3)CC2)c1C
3 | -4 | 5 | -23 | -13 | 0 | 14 | 11 | Cc1sc2nc(-c3cccnc3)nc(N(C)CC(=O)Nc3cccc(F)c3)c2c1C
2 | 14 | 21 | 31* | 4 | 9 | 27 | 2 | COc1ccccc1C1CC(c2ccccc2)N(C(=O)CC(C)C)c2ncnn21 (stereo not drawn)
-9 | -97 | -96 | -345 | -75 | -15 | -26 | -23 | O=C(c1n[nH]c2c1CCCC2)N1CCC2(CC1)N=C(c1ccccc1)NO2
-2 | 0 | 4 | 0 | 14 | -2 | 0 | 0 | CNC(=O)c1c2n(c3ncccc13)CCN(C(=O)c1ccccc1OC)C2
-2 | -29 | -45 | -238 | -103 | -13 | -61 | -13 | Cn1nccc1-c1ccc2c(C3CCCN3Cc3cccnc3)nnn2c1 (stereo not drawn)
1 | -15 | -9 | -13 | -23 | -1 | -27 | 0 | CN(C)c1cc(N2CCCC(NC(=O)Cc3cccc(F)c3)C2)ncn1 (stereo not drawn)
-1 | -9 | -9 | -43 | -15 | 0 | -30 | -8 | Cc1ccccc1OCC(=O)NCC(c1ccco1)N1CCOCC1 (stereo not drawn)
3 | 7 | 9 | 17 | 5 | 2 | 0 | -3 | Cc1cc(-c2ncc(C)s2)nc(CC2CCN(C)CC2)n1

(more compounds)
USP10 inh | USP28 inh | OTUD3 inh | USP30 inh | USP8 inh | UCHL1 block | USP17 inh | USP7 inh | Compound
0 | 17 | 13 | 25 | 19 | 2 | 20 | 2 | Cc1ccc(NC(=O)NCCc2cn(C)c3ncccc23)cc1
0 | 0 | -1 | 8 | 0 | -2 | 1 | 2 | Cc1cccc(NC(=O)CCc2nnc3ccc(N4CCCC4)nn23)n1
0 | -4 | -4 | -14 | -23 | -4 | -6 | -2 | CCc1cccc(NC(=O)N2CCCn3c(CN4CCCCC4)nnc3C2)c1
-8 | -106 | -88 | -395 | -93 | -34 | -61 | -32 | Cc1ccc(CNC(=O)C2CCN(c3cnc4nccnc4c3)CC2)cc1
-2 | . | 0 | . | -3 | -5 | -7 | -1 | COCCN1C[C@@H]2C(=O)N(C)C3(CCN(C(=O)NCCc4ccccc4)CC3)[C@@H]2C1
-6 | -11 | -12 | -86 | -4 | -3 | -25 | -11 | Cc1cc(C)cc(C(=O)OCC(=O)Nc2sccc2C(N)=O)c1
-7 | 6 | 8 | -5 | 7 | 1 | 15 | -13 | COc1ccc(C(=O)CCC(=O)NCc2cc(OC)cc(OC)c2)cc1

High-throughput results as filed in PubChem BioAssay.
